mABHD4 FP: inhibitors of mouse ABHD4; Q8VD66; purified mABHD4, FP-Rh probe fluorescence polarization; inhibition, % at 8.92 µM; 370,000 compounds, 0.54% hits; AID 720543;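 active = inhibition exceeding the mean over every tested compound plus 3 SD, cut at about 30% in these data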;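 note: 0% = plate median of compound wells and 100% = S159A mutant with DMSO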
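Assay system: mABHD4 protein; medium: HEPES pH 7.0, NaCl, Pluronic buffer; dosing: 8.92 µM, single dose; schedule: 45 min + 60 min at 25 °C; signal: FP readout, ex 525 nm / em 598 nm; read-out: normalized percent inhibition of probe labeling; repeats: single replicate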
Rev-erbA mod: Rev-erb alpha (human) modulation. P20393. Rev-erbα–FITC-DNA binding, fluorescence polarization, 90 min. activity, % at 10 µM. 370,000 compounds, 0.79% hits. AID 1259318;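 active = activity above about 14%, limit read from the data; passing the limit was not always enough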;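 note: 0% = DMSO wells with 35 nM protein and 100% = DMSO wells with 750 nM protein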
PG9 Ab binder: small molecules binding HIV-1 gp120 antibody PG9. 360,000 compounds, 0.43% hits. TR-FRET gp120-PG9 antibody binding. inhibition, % at 6.7 µM; in the data active = inhibition above about 8.5%
ARFGAP1 inhibitor: inhibitors of rat ARFGAP1; Q62848; Arfgap1-stimulated ARF1 GTP hydrolysis, GDP FP detection; inhibition, % at 16.5 µM; 360,000 compounds, 0.26% hits;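 active = inhibition above a per-plate limit, mean inhibition of low control wells plus 3 SD, cut at about 25% in these data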;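 note: 0% = DMSO wells with enzyme and 100% = wells lacking Arfgap1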
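Material: truncated rat Arfgap1 GAP domain; Incubation: compound-enzyme preincubation 20 min, reaction 120 min, detection 60 min, 25 °C; Read-out: percent inhibition of Arfgap1-stimulated GTP hydrolysis; Technique: FP, GDP Alexa 633 tracer displaced from anti-GDP antibody, 620/688 nm; Controls: No-Arfgap1 wells (100%) versus DMSO full-reaction wells (0%); Replication: single well per compound.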
GC-B act: GC-B (human) receptor activation; P20594; HEK293-GC-B cells, CNP EC30, cGMP TR-FRET; 0% at EC30 CNP, 100% saturating CNP; activation, % at 10 µM; 370,000 compounds, 0.11% hits;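 active = activation at 10 µM reaching about 35% in either raw or pattern-adjusted values, limit read from the data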
rCAG binder: molecules binding r(CAG) RNA repeats; r(CAG) RNA repeat, TO-PRO-1 dye displacement fluorescence; inhibition, % at 3 µM; 370,000 compounds, 1.3% hits; AID 651821;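 active = inhibition above the plate cutoff, the mean of all test compounds on that plate plus 3 SD, cut at about 35% in these data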;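 note: 0% = DMSO alone and 100% = 100 µM mitoxantrone as full dye displacement; higher means more dye released from RNA so lower well fluorescence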
SMARCA2 act: increases SMARCA2 function in MMTV reporter cells. MG213 cells, MMTV-luciferase reporter, dexamethasone, overnight. activation, % at 9.1 µM. 370,000 compounds, 1% hits; in the data active = activation above about 7.8%;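 note: 0% = vehicle wells and 100% = reference activator wells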
ASAP1 GAP inh: inhibitors of human ASAP1 ArfGAP activity. Q9ULH1. inhibition, % at 16.5 µM. 360,000 compounds, 0.19% hits. ASAP1-stimulated ARF1 GTP hydrolysis, GDP FP detection. AID 624377; in the data active = inhibition above about 25%;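 note: 0% = vehicle with enzyme and substrate and 100% = no enzyme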
HTRA1 inh: blocks human HTRA1 serine peptidase; Q92743; recombinant HTRA1, FP-rhodamine activity-based probe, fluorescence polarization; inhibition, % at 5.96 µM; 340,000 compounds, 0.5% hits; in the data active = inhibition above about 36%;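 note: 0% = enzyme with DMSO and 100% = wells lacking enzyme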
NPR1 activator: GC-A (human) enzyme activation; P16066; HEK293 GC-A cells, cGMP TR-FRET, EC30 ANP; 0% at EC30 ANP, 100% saturating ANP; activation, % at 10 µM; 370,000 compounds, 0.14% hits; in the data active = activation above about 40%
Target sequence (P16066 whole entry, looked up): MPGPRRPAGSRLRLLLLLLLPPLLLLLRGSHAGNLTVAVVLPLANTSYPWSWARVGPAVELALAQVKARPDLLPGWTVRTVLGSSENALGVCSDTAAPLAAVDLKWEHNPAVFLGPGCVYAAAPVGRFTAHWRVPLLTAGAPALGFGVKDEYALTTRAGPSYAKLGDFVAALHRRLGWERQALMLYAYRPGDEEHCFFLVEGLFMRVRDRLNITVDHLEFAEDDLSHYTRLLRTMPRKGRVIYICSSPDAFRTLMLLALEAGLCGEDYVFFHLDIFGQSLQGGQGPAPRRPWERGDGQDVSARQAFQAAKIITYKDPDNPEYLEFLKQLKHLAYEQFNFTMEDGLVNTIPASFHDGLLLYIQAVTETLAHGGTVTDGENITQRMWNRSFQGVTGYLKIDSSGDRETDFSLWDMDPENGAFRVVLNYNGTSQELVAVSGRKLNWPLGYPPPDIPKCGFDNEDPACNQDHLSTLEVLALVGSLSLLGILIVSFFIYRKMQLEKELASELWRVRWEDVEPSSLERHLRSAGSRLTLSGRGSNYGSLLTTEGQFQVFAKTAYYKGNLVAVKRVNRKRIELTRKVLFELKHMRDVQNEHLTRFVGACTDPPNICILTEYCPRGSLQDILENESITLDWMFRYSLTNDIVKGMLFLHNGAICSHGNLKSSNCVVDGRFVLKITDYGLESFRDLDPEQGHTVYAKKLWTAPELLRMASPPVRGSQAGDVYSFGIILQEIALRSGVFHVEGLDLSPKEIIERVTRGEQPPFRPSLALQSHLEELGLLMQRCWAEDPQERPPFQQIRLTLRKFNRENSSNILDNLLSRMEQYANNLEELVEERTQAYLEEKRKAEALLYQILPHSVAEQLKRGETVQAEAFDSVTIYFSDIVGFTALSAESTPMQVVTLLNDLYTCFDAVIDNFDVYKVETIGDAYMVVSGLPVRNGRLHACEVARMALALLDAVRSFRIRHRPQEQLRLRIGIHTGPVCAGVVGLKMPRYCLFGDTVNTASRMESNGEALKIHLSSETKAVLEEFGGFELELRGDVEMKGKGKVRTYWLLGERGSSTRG
Starred values were filed as active, the others as inactive. Not a hit list (roughly 4.4% active in at least one column).

How did CC(O)c1nc2ccccc2n1CC(=O)Nc1ccc2c(c1)OCCO2 (stereo unspecified) do in these assays?
mABHD4 FP: 6; Rev-erbA mod: -1; PG9 Ab binder: -1.6; ARFGAP1 inhibitor: -3; GC-B act: 2; rCAG binder: 4; SMARCA2 act: 1; ASAP1 GAP inh: 1; HTRA1 inh: 4; NPR1 activator: -5

How did COc1ccc(C2CC(C(F)(F)F)n3ncc(C(=O)NCc4cccnc4)c3N2)cc1OC (stereo unspecified) do in these assays?
mABHD4 FP: -5; PG9 Ab binder: 1.4; ARFGAP1 inhibitor: -13; rCAG binder: -6; SMARCA2 act: -1; ASAP1 GAP inh: 4; HTRA1 inh: 0

Results for O=C(O)CCCn1c(=O)[nH]c2ccccc2c1=O ?
mABHD4 FP: 6; Rev-erbA mod: -2; PG9 Ab binder: -1.2; ARFGAP1 inhibitor: -11; GC-B act: 0; rCAG binder: 4; SMARCA2 act: -1; ASAP1 GAP inh: -7; HTRA1 inh: 10; NPR1 activator: -1

How did COc1ccc(C(=O)Nc2c(O)ccc3ccccc23)cc1 do in these assays?
mABHD4 FP: 17; Rev-erbA mod: -1; PG9 Ab binder: -0.1; ARFGAP1 inhibitor: -16; GC-B act: 3; rCAG binder: 8; SMARCA2 act: -1; ASAP1 GAP inh: 8; HTRA1 inh: 11; NPR1 activator: 1

What do the screens show for `CCOC(=O)N1CCC(Nc2c(N3CCN(c4cc(Cl)ccc4C)CC3)c(=O)c2=O)CC1`?
mABHD4 FP: 7; Rev-erbA mod: 5; PG9 Ab binder: 0.5; ARFGAP1 inhibitor: -13; GC-B act: 3; rCAG binder: 6; SMARCA2 act: -7; ASAP1 GAP inh: -3; HTRA1 inh: -2; NPR1 activator: -21

Results for CCOC(=O)C1=C(C)NC(C)=C(C(=O)OCC)C1c1ccc(OC)c(OC)c1 ?
mABHD4 FP: -9; Rev-erbA mod: 6; PG9 Ab binder: 0.0; ARFGAP1 inhibitor: -2; GC-B act: -1; rCAG binder: 1; SMARCA2 act: -3; ASAP1 GAP inh: -5; HTRA1 inh: -2; NPR1 activator: -19

Results for CN(CC(=O)N1CCN(c2ccccn2)CC1)S(=O)(=O)c1cccc2nsnc12 ?
mABHD4 FP: -6; Rev-erbA mod: -4; PG9 Ab binder: -2.8; ARFGAP1 inhibitor: -1; GC-B act: 2; rCAG binder: 0; SMARCA2 act: -2; ASAP1 GAP inh: 2; HTRA1 inh: -4; NPR1 activator: -2

How did CC(=O)Nc1cccc(NC(=O)Nc2cccc3ccccc23)c1 do in these assays?
mABHD4 FP: -10; Rev-erbA mod: -3; PG9 Ab binder: -0.2; ARFGAP1 inhibitor: -6; GC-B act: 1; rCAG binder: 2; SMARCA2 act: -2; ASAP1 GAP inh: -16; HTRA1 inh: -6; NPR1 activator: -2

What do the screens show for `COc1cc(/C=N/NC(=O)c2ccncc2)ccc1OCC(=O)Nc1cccc([N+](=O)[O-])c1`?
mABHD4 FP: 5; Rev-erbA mod: -15; PG9 Ab binder: 1.3; ARFGAP1 inhibitor: -8; GC-B act: 2; rCAG binder: 1; SMARCA2 act: -3; ASAP1 GAP inh: -3; HTRA1 inh: -5; NPR1 activator: 3

Results for FC(F)(F)c1ccc(CN2C[C@@H]3C(c4ccc(Cl)nc4)C4(c5cccnc5)CC3(C4)[C@H]2c2ccccc2)cc1 (stereo partly specified) ?
mABHD4 FP: -3; Rev-erbA mod: -3; PG9 Ab binder: -0.1; ARFGAP1 inhibitor: 8; GC-B act: -1; rCAG binder: 7; SMARCA2 act: -1; ASAP1 GAP inh: 4; NPR1 activator: -1

How did COc1ccc(CCn2c(O)cc3nn(-c4nc5ccccc5s4)c(=O)c-3c2C)cc1 do in these assays?
mABHD4 FP: 37*; Rev-erbA mod: -6; PG9 Ab binder: -4.0; ARFGAP1 inhibitor: 5; GC-B act: -2; rCAG binder: 67*; SMARCA2 act: -4; ASAP1 GAP inh: -4; HTRA1 inh: 42*; NPR1 activator: -10

How did COc1ccc([C@H]2C[C@@H](n3cc(-c4ccc(F)cc4)nn3)[C@H](O)CN2C(=O)C2CCCCC2)cc1 do in these assays?
mABHD4 FP: -9; Rev-erbA mod: 2; PG9 Ab binder: 1.8; ARFGAP1 inhibitor: 16; GC-B act: 7; rCAG binder: 6; SMARCA2 act: -2; ASAP1 GAP inh: 3; HTRA1 inh: -4; NPR1 activator: 0

How did CC(C(=O)Nc1ccc(N2CCOCC2)cc1)N1C(=O)c2ccccc2C1=O (stereo unspecified) do in these assays?
mABHD4 FP: 1; Rev-erbA mod: 12; PG9 Ab binder: -1.4; ARFGAP1 inhibitor: -5; GC-B act: 1; rCAG binder: -1; SMARCA2 act: -3; ASAP1 GAP inh: -11; HTRA1 inh: -2; NPR1 activator: 0

How did CCc1cc(C(=O)N/N=C/c2ccc(O)cc2)c2ccccc2n1 do in these assays?
mABHD4 FP: 3; Rev-erbA mod: -4; PG9 Ab binder: -0.2; ARFGAP1 inhibitor: -5; GC-B act: -6; rCAG binder: 1; SMARCA2 act: -3; ASAP1 GAP inh: -8; HTRA1 inh: 5; NPR1 activator: -5

How did COc1ccc(S(=O)(=O)N2CCC(NC(=O)N3CCOCC3)CC2)cc1 do in these assays?
mABHD4 FP: 9; Rev-erbA mod: -5; PG9 Ab binder: 0.4; ARFGAP1 inhibitor: 6; GC-B act: 4; rCAG binder: 0; SMARCA2 act: 0; ASAP1 GAP inh: -3; HTRA1 inh: 7; NPR1 activator: 4

What do the screens show for `O=C(NCc1cccc(CNC(=O)c2ccco2)c1)c1ccco1`?
mABHD4 FP: -1; Rev-erbA mod: -1; PG9 Ab binder: -0.3; ARFGAP1 inhibitor: -2; GC-B act: 2; rCAG binder: 0; SMARCA2 act: -2; ASAP1 GAP inh: -3; HTRA1 inh: 6; NPR1 activator: 0

What do the screens show for `CC(=O)c1ccc(Cc2cnc(N)s2)cc1`?
mABHD4 FP: -6; Rev-erbA mod: 1; PG9 Ab binder: -2.5; ARFGAP1 inhibitor: 2; GC-B act: 4; rCAG binder: 2; SMARCA2 act: 1; ASAP1 GAP inh: -1; HTRA1 inh: 6; NPR1 activator: 3

How did Cc1ccc(OCc2cc(C(=O)NC(C)Cc3cccnc3)no2)cc1C (stereo unspecified) do in these assays?
mABHD4 FP: 4; Rev-erbA mod: -3; PG9 Ab binder: -4.0; ARFGAP1 inhibitor: 5; GC-B act: -3; rCAG binder: -6; SMARCA2 act: 3; ASAP1 GAP inh: 8; HTRA1 inh: -6; NPR1 activator: -1

Results for CN(Cc1ccc(F)cc1Cl)S(=O)(=O)c1cccs1 ?
mABHD4 FP: -7; Rev-erbA mod: -4; PG9 Ab binder: 0.7; ARFGAP1 inhibitor: -10; GC-B act: 1; rCAG binder: -3; SMARCA2 act: 1; ASAP1 GAP inh: -7; HTRA1 inh: -8; NPR1 activator: 4

What do the screens show for `O=C1CCCN1CCCNc1ccc(S(=O)(=O)N2CCCCC2)cn1`?
mABHD4 FP: -3; Rev-erbA mod: -2; PG9 Ab binder: -1.9; ARFGAP1 inhibitor: 0; GC-B act: 4; rCAG binder: -5; SMARCA2 act: 6; ASAP1 GAP inh: -4; HTRA1 inh: 4; NPR1 activator: 2

2 records picked at random from those above:
How did CC(=O)Nc1cccc(NC(=O)Nc2cccc3ccccc23)c1 do in these assays?
mABHD4 FP: -10; Rev-erbA mod: -3; PG9 Ab binder: -0.2; ARFGAP1 inhibitor: -6; GC-B act: 1; rCAG binder: 2; SMARCA2 act: -2; ASAP1 GAP inh: -16; HTRA1 inh: -6; NPR1 activator: -2

How did CCc1cc(C(=O)N/N=C/c2ccc(O)cc2)c2ccccc2n1 do in these assays?
mABHD4 FP: 3; Rev-erbA mod: -4; PG9 Ab binder: -0.2; ARFGAP1 inhibitor: -5; GC-B act: -6; rCAG binder: 1; SMARCA2 act: -3; ASAP1 GAP inh: -8; HTRA1 inh: 5; NPR1 activator: -5

Continued.
What do the screens show for `COc1ccc(/C=C(/NC(=O)c2cccc([N+](=O)[O-])c2)C(=O)O)cc1`?
mABHD4 FP: -1; Rev-erbA mod: -4; PG9 Ab binder: -3.4; ARFGAP1 inhibitor: 9; GC-B act: 1; rCAG binder: 8; SMARCA2 act: 1; ASAP1 GAP inh: -4; HTRA1 inh: -6; NPR1 activator: 0

Results for COc1ccc(-c2cn(-c3ccccc3)nc2C(=O)O)cc1OC ?
mABHD4 FP: 3; Rev-erbA mod: 1; PG9 Ab binder: 0.0; ARFGAP1 inhibitor: -8; GC-B act: -5; rCAG binder: 1; SMARCA2 act: -1; ASAP1 GAP inh: 5; HTRA1 inh: 2; NPR1 activator: -3

Results for COc1ccc(CC(=O)Nc2cc(Cl)ccc2N2CCCC2)cc1 ?
mABHD4 FP: 5; Rev-erbA mod: 0; PG9 Ab binder: -2.1; ARFGAP1 inhibitor: -6; GC-B act: 0; rCAG binder: 2; SMARCA2 act: -4; ASAP1 GAP inh: -13; HTRA1 inh: -11; NPR1 activator: -4

How did CCOc1ccc(C2C3=C(CCCC3=O)Nc3nc(C(F)(F)F)nn32)cc1OC (stereo unspecified) do in these assays?
mABHD4 FP: 2; Rev-erbA mod: 0; PG9 Ab binder: -0.8; ARFGAP1 inhibitor: -3; GC-B act: -3; rCAG binder: 2; SMARCA2 act: -1; ASAP1 GAP inh: -11; HTRA1 inh: 3; NPR1 activator: 5

Results for N#Cc1sc2nc(-c3ccccc3)cc(-c3ccco3)c2c1N ?
mABHD4 FP: 15; Rev-erbA mod: -7; PG9 Ab binder: 1.1; ARFGAP1 inhibitor: -2; GC-B act: -2; rCAG binder: 34; SMARCA2 act: 0; ASAP1 GAP inh: 9; HTRA1 inh: 43*; NPR1 activator: 2

Results for Clc1ccc(C=Cc2ccccn2)c(Cl)c1 ?
mABHD4 FP: -6; Rev-erbA mod: -2; PG9 Ab binder: 0.6; ARFGAP1 inhibitor: 0; GC-B act: -4; rCAG binder: 2; SMARCA2 act: 2; ASAP1 GAP inh: -11; HTRA1 inh: -12; NPR1 activator: 32

How did CCCOC(=O)c1ccc2c(c1)C(=O)N(c1ccccc1)C2=O do in these assays?
mABHD4 FP: -3; Rev-erbA mod: -1; PG9 Ab binder: -1.3; ARFGAP1 inhibitor: 4; GC-B act: -3; rCAG binder: -5; SMARCA2 act: -1; ASAP1 GAP inh: 2; HTRA1 inh: -1; NPR1 activator: 1

How did C(=C\c1ccco1)/C=N/n1cnnc1 do in these assays?
mABHD4 FP: 9; Rev-erbA mod: 1; PG9 Ab binder: -0.6; ARFGAP1 inhibitor: -2; GC-B act: 3; rCAG binder: 1; SMARCA2 act: -3; ASAP1 GAP inh: -2; HTRA1 inh: -1; NPR1 activator: 4

How did CCc1ccc(CNC(=O)CCc2nnc(Cc3cccc(C(F)(F)F)c3)o2)nc1 do in these assays?
mABHD4 FP: -3; Rev-erbA mod: 7; PG9 Ab binder: 0.1; ARFGAP1 inhibitor: 7; GC-B act: -4; rCAG binder: -10; SMARCA2 act: -4; ASAP1 GAP inh: -10; HTRA1 inh: 4; NPR1 activator: -1

What do the screens show for `Nc1nnc(SCC(=O)c2ccccc2)s1`?
mABHD4 FP: -4; Rev-erbA mod: 7; PG9 Ab binder: 0.9; ARFGAP1 inhibitor: 9; GC-B act: 2; rCAG binder: 4; SMARCA2 act: 3; ASAP1 GAP inh: -1; HTRA1 inh: 10; NPR1 activator: 1
